Source: PubChem
MEKK3 PB1 HTS: modulators (inhibitors or enhancers) of MEK5 binding to human MEKK3 PB1 domain. 290,000 compounds, 1.4% hits. binding response (% of control), % at 10 µM. AID 1529. bead-based flow cytometry, Alexa488-MEK5 binding to MEKK3; actives lie on both sides; 0 = blocked by unlabeled MEK5, 100 = vehicle;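 active means binding response more than 3 SD above or below the average of its plate-row segment, actives on both sides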;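 further: Alexa488 bead fluorescence after subtracting the streptavidin-only scavenger bead signal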
IDE cell activ: boosts human insulin-degrading enzyme activity in HEK cells | FAbeta-B cleavage, fluorescence polarization; 0% vehicle, 100% cell-free pure enzyme wells | P14735 | activation, % at 5.96 µM | 340,000 compounds, 0.073% hits;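 active means activation above the mean of all tested compounds plus 3 SD, set per screening campaign, cut at about 17% in these data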
Target sequence (P14735 whole entry, looked up): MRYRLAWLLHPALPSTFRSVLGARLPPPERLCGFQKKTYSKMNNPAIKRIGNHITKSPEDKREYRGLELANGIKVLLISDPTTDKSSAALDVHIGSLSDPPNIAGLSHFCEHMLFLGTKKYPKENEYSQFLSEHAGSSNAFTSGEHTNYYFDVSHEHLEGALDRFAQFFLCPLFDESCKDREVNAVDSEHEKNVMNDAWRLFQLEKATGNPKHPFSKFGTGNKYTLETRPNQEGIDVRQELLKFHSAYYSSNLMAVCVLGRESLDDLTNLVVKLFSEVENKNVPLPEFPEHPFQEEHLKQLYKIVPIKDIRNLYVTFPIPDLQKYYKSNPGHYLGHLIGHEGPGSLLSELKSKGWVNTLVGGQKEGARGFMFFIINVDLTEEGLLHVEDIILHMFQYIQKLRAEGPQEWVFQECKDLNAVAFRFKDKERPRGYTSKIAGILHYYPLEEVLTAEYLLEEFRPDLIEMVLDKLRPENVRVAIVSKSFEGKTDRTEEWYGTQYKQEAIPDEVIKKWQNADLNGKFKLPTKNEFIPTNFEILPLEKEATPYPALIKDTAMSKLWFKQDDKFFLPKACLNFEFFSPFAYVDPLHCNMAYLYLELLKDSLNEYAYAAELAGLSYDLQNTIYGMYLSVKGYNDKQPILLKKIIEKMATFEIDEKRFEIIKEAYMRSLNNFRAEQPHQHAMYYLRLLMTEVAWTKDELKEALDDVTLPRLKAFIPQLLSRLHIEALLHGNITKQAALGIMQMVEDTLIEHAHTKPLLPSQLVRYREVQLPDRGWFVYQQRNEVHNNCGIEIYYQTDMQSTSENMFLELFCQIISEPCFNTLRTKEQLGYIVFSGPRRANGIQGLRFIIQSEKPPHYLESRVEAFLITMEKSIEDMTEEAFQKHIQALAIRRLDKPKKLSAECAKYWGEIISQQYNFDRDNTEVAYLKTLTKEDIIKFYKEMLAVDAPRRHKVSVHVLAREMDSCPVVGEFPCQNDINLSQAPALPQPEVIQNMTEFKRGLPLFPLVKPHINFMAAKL
IMP-1 inh: inhibitors of Pseudomonas aeruginosa IMP-1 metallo-beta-lactamase | inhibition, % at 5.6 µM | 290,000 compounds, 0.45% hits | purified IMP-1, nitrocefin hydrolysis, epi-absorbance fluorescence;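 active means inhibition above the mean plus 3 SD of all compounds in the same screening run, cut at about 4.5% in these data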;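 further: 0% = IMP-1 with DMSO and 100% = DMSO wells lacking enzyme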
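Assay system: purified recombinant IMP-1 beta-lactamase. Input: IMP-1 0.2 nM before substrate addition. Buffer or medium: Zinc- and detergent-supplemented HEPES buffer, pH 7.1. Schedule: 25 °C, 15 min preincubation, 25 min reaction. Signal: Epi-absorbance fluorescence, 480 nm excitation, 530 nm emission. Evaluation: percent inhibition from optical density relative to buffer-blank wells.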
DNA FID counter: fluorescent intercalator displacement, NS3 helicase counter-screen; DNA fluorescent intercalator displacement, fluorescence; inhibition, % at 7.9 µM; 290,000 compounds, 0.17% hits; AID 1845; in the data active means inhibition above about 37%;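 further: 0% = vehicle and 100% = reference compound; higher means more ethidium bromide displaced from hairpin DNA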
NS3 helicase inh: inhibitors of Hepatitis C virus NS3 helicase. NS3 helicase DNA unwinding, Cy5 molecular beacon fluorescence. inhibition, % at 10.9 µM. 290,000 compounds, 0.56% hits. AID 1800;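 active means inhibition above the mean of all tested compounds plus 3 SD, set per campaign, cut at about 35% in these data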;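 further: 0% = DMSO wells and 100% = thioflavine S control wells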
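Measured by: Cy5 fluorescence, 0 and 60 min reads / Assay system: NS3 helicase fragment of HCV / Control set: low DMSO, high thioflavine S at 110 µM / Times: 1 h reaction at 25 °C, ATP-initiated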
pCIP destab: compounds decreasing mouse p/CIP protein stability; F442A p/CIP-EGFP cells, EGFP fluorescence, 16 h; 290,000 compounds, 0.01% hits; decrease of EGFP signal, % at 10 µM; Q05BA5; AID 1984;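 active means EGFP signal decrease of at least 30% at 10 µM or well 3 SD below plate mean, unless failing retest; inactive means the rest, including hits failing retest or dose response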; further: some compounds called inactive have numbers as strong as hits; many of its hits are not listed in these tables
SUMO HTRF inh: blocks human SUMOylation mediated by UBC9; HTRF SUMOylation assay, SAE1/SAE2 + UBC9, in vitro; P63279; inhibition, % at 35 µM; 290,000 compounds, 0.36% hits; AID 2006; in the data active means inhibition above about 50%, passing the limit was not always enough; further: strong numbers were not always called active
PHOSPHO1 block: PHOSPHO1 (human) inhibition; inhibition, % at 13.3 µM; 290,000 compounds, 1.1% hits; recombinant PHOSPHO1, absorbance phosphatase assay; Q8TCT1; in the data active means inhibition above about 60%
VIM-2 inh: inhibitors of Pseudomonas aeruginosa VIM-2 metallo-beta-lactamase; inhibition, % at 5.6 µM; purified VIM-2, nitrocefin hydrolysis, epi-absorbance fluorescence; 290,000 compounds, 0.89% hits;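 active means inhibition above the mean of all tested compounds plus 3 SD, cutoff set per screening run, cut at about 7.5% in these data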;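 further: red hydrolysis product quenches plate fluorescence so inhibitors raise well fluorescence; 0% = enzyme with DMSO and 100% = DMSO without enzyme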
Starred values were filed as active, the others as inactive; . = not tested or not shown. Only part of the results is shown (hit frequency here may not be typical).

The line under a structure holds: DNA FID counter | PHOSPHO1 block | SUMO HTRF inh | pCIP destab | IDE cell activ | VIM-2 inh | NS3 helicase inh | IMP-1 inh | MEKK3 PB1 HTS
1) CC(=O)Nc1ccc(S(=O)(=O)Nc2nnc(Cc3ccc(Cl)cc3)s2)cc1
 : -10 | 24 | 8 | 1 | 0 | 0.0 | 6 | 1.8 | 92
2) O=C(NCCCN1CCOCC1)c1cc2c(s1)CSC2
 : 10 | 27 | 24 | -10 | 2 | -4.6 | -3 | -2.3 | 98
3) COc1ccc2c(CSc3nc4nc(C)cc(C)n4n3)cc(=O)oc2c1
 : -14 | 20 | 15 | -11 | -7 | 2.1 | 1 | 3.1 | 122*
4) COc1ccc(C(=O)NCC23C=CC(O2)C2C(=O)N(Cc4ccccc4)C(=O)C23)cc1 (configuration not stated)
 : -17 | 1 | 15 | -2 | 2 | -3.0 | 0 | -1.6 | 100
5) CC1CCCC(NC(=O)C2CCN(S(=O)(=O)N3CCOCC3)CC2)C1C (configuration not stated)
 : -14 | 17 | -2 | -2 | 5 | -1.4 | -7 | -0.1 | 91
6) COc1ccc(C(=O)Nc2cccc([N+](=O)[O-])c2)cc1Br
 : 5 | . | . | . | 1 | -0.4 | -1 | -2.4 | 110
7) O=S(=O)(Nc1cccc(-c2ccc(N3CCCCCC3)nn2)c1)c1ccccc1F
 : -10 | 28 | 4 | 8 | 4 | -2.3 | 3 | -1.4 | 103
8) COc1ccc(C2=NN(c3nc4ccccc4s3)C(=O)C2)cc1
 : 2 | 17 | 13 | 10 | 0 | -5.2 | 9 | -1.2 | 101
9) CCn1c(SCC(=O)C(C)(C)C)nnc1-c1cnccn1
 : -5 | -6 | -1 | 3 | 1 | -2.5 | 8 | -1.1 | 102
10) CCOc1ccc(NC(=O)CCSc2ccc3ccccc3n2)cc1
 : -15 | -26 | -19 | 2 | 3 | -2.4 | 3 | -3.6 | 101
11) COCCN(Cc1nc(C(c2ccccc2)c2ccccc2)no1)C(C)C
 : -36 | -21 | -7 | -2 | 2 | -0.2 | -9 | 1.6 | 104
12) Cc1ccc(Nc2nc(C)cc(C)c2C(N)=O)c(C)c1
 : -1 | . | 5 | 0 | -1 | 0.0 | -1 | -1.1 | 102
13) CCOC(=O)NC1(C(F)(F)F)NC(=O)N(Cc2ccco2)C1=O (configuration not stated)
 : -7 | 32 | 9 | -4 | 4 | -0.2 | 10 | -0.5 | 77
14) O=C(O)COc1ccc(/C=C/C(=O)c2ccc(C3CCCCC3)cc2)cc1
 : 7 | 14 | 26 | -17 | 4 | 1.7 | -29 | -0.6 | 99
15) O=C(Cc1ccccc1)Nc1cccc([N+](=O)[O-])c1
 : -3 | -13 | 2 | 2 | -3 | -2.2 | 9 | -1.2 | 105
16) CN1CCN(c2ccc(NC(=S)NC(=O)c3cccc4c(Br)cccc34)cc2)CC1
 : 3 | 16 | 0 | -11 | 1 | -4.2 | -33 | -3.2 | 106
17) COc1ccc(/C=N/Nc2nc(Nc3ccccc3)nc(N3CCCCC3)n2)cc1OC
 : -23 | 46 | -12 | -14 | -1 | -4.0 | -94 | -1.9 | 100
18) CCCc1nc2c(c(=O)c3ccccc3n2C)c(=O)n1C1CCCCCC1
 : -10 | 8 | 2 | -11 | 3 | -3.7 | -6 | -1.9 | 101
19) Cc1nc(NC2=NCN(CCCN3CCOCC3)CN2)nc2c(C)cccc12
 : 14 | 55 | -20 | 0 | 5 | 8.7* | 7 | -0.7 | .
20) COc1ccc(CNC(=O)CN(c2ccc(OC)cc2)S(=O)(=O)c2c(C)nn(C)c2C)cc1
 : -26 | -10 | 7 | -21 | -4 | -0.3 | 0 | 0.8 | 82
21) c1ccc2c(c1)NC1(CCCC1)n1c-2nc2ccccc21
 : 0 | 23 | 31 | 4 | 0 | -1.1 | 0 | -3.1 | 109
22) CCN(CC)S(=O)(=O)c1cccc(NC(=O)COC(=O)c2cccs2)c1
 : -14 | 8 | -3 | 9 | 4 | -0.5 | -7 | -2.2 | 101
23) CC(=O)COc1cc(C)cc2oc(=O)c(C)c(C)c12
 : -2 | -42 | 26 | -1 | -4 | 2.2 | -5 | -1.2 | 105
24) Cc1ccc(OCc2nc(C#N)c(NCCCn3ccnc3)o2)cc1
 : 4 | 14 | 20 | 4 | 7 | -3.4 | -6 | -3.3 | 110
25) COc1ccc(SCCC(=O)NCc2ccncc2)cc1
 : -1 | 6 | 9 | -4 | -2 | 1.0 | -3 | 2.8 | 93
26) N#CCC(=O)Nc1ccc(C(=O)NCCc2c[nH]c3ccccc23)cc1
 : -12 | 46 | -15 | 6 | 2 | -3.1 | 11 | -2.6 | 105
27) COc1ccc(NS(=O)(=O)c2cccc3nonc23)c(OC)c1
 : 11 | -6 | -2 | -8 | 2 | -1.2 | 4 | -0.4 | 94
28) CC(NC(=O)OCc1ccccc1)C(=O)N1CC(O)CC1C(=O)O (configuration not stated)
 : -1 | -3 | -6 | 9 | 1 | -1.1 | 1 | -3.5 | 85
29) COc1cccc(C(=O)NCC2(c3ccccc3)CCCC2)c1
 : -24 | 20 | 3 | -14 | -2 | -2.9 | -3 | -1.7 | 101
30) CCOc1ccc(C(C)=O)cc1COC(=O)c1cnc(Cl)c(Cl)c1
 : -1 | 2 | -7 | -26 | -1 | 0.3 | 12 | -2.8 | 101

Two of the compounds above, with bars between the fields:
# | SMILES | DNA FID counter | PHOSPHO1 block | SUMO HTRF inh | pCIP destab | IDE cell activ | VIM-2 inh | NS3 helicase inh | IMP-1 inh | MEKK3 PB1 HTS
3 | COc1ccc2c(CSc3nc4nc(C)cc(C)n4n3)cc(=O)oc2c1 | -14 | 20 | 15 | -11 | -7 | 2.1 | 1 | 3.1 | 122*
18 | CCCc1nc2c(c(=O)c3ccccc3n2C)c(=O)n1C1CCCCCC1 | -10 | 8 | 2 | -11 | 3 | -3.7 | -6 | -1.9 | 101

(next part)
The line under a structure holds: DNA FID counter | PHOSPHO1 block | SUMO HTRF inh | pCIP destab | IDE cell activ | VIM-2 inh | NS3 helicase inh | IMP-1 inh | MEKK3 PB1 HTS
31) COc1ccccc1N(CC(=O)NC(C)(C)C)C(=O)C1CSC(=O)C1 (configuration not stated)
 : -6 | -8 | -10 | 2 | 3 | -2.4 | 3 | -1.2 | 108
32) c1ccc(-n2nnc3cnccc32)cc1
 : 3 | 14 | 12 | -6 | 0 | -2.6 | -2 | -3.2 | 100
33) COCCn1c(=S)[nH]c2sc3c(c2c1=O)CCCC3
 : -19 | 28 | -3 | -5 | 3 | -0.6 | 52* | 0.8 | 99
34) CC(C)Oc1ccc(CNC(=O)CC(c2ccccc2)c2cc(Cl)ccc2O)cc1 (configuration not stated)
 : -20 | 34 | -42 | -3 | 9 | -2.6 | -4 | -3.4 | 92
35) N/C(=N\OC(=O)CCCOc1ccccc1)c1ccc([N+](=O)[O-])cc1
 : -3 | 34 | 13 | -6 | 11 | -0.6 | -3 | -2.0 | 99
36) Cc1cc(OCc2cc(C(=O)N3CCN(C)C(=O)[C@@H]3C)no2)cc(C)c1Cl
 : -46 | -1 | 2 | -1 | -16 | -1.0 | -9 | -4.2 | 98
37) COc1cccc(-c2ocnc2C(=O)Nc2ccc(N3CCOCC3)cc2N2CCOCC2)c1
 : -42 | 6 | -18 | -12 | -3 | -1.6 | -31 | -3.7 | 96
38) COCc1cc(C)n(CC(=O)NCc2ccccc2)c(=O)c1C#N
 : -7 | 44 | -1 | 4 | 14 | -0.1 | 3 | -4.9 | 119
39) O=S(=O)([N-]c1nc2ccccc2nc1-[n+]1ccccc1)c1ccc(Cl)cc1
 : -11 | 36 | -8 | -2 | -2 | -1.8 | 4 | -2.4 | 102
40) Cc1ccc2nc(N(CCCN(C)C)C(=O)c3ccc(Br)s3)sc2c1
 : 15 | 18 | -7 | -14 | 5 | -2.7 | -26 | -4.3 | 102
41) O=C(CCN1C(=O)c2ccccc2C1=O)Nc1ccc2c(c1)OCCO2
 : -2 | -3 | 0 | 0 | 1 | -0.9 | -6 | 2.3 | 104
42) Cc1ccc2c(c1)N(S(=O)(=O)c1ccc(F)cc1)C(C(C)(C)C)CO2 (configuration not stated)
 : -2 | 14 | 3 | -6 | 6 | 0.7 | 5 | -0.8 | 103
43) COc1cc2c(cc1OC)CN(CC(=O)Nc1ccc(F)cc1F)CC2
 : -15 | . | 8 | -16 | -1 | -1.8 | -1 | -2.2 | 108
44) COc1cc(OC)cc(C(=O)NCC(=O)N2CCN(c3ccc(O)cc3)CC2)c1
 : -17 | 31 | 17 | -6 | 3 | -0.3 | 0 | -1.0 | 103
45) CCCn1c(=O)c(C(=O)OCC)c(O)c2cc(Br)ccc21
 : -7 | -23 | 15 | -5 | 2 | -0.9 | 6 | -1.7 | 96
46) O=C(O)COc1ccc(Br)cc1/C=C1/SC(=O)N(CC(=O)N2CCCC2)C1=O
 : -35 | 36 | -1 | 2 | 10 | -0.6 | -5 | 43* | 101
47) COc1ccc(NC(=O)COC(=O)Cn2nnc3ccccc32)cc1
 : 4 | 26 | -6 | 11 | -1 | -1.6 | -36 | -1.1 | 101
48) COc1ccccc1C(=O)NC(=S)Nc1ccccc1N1CCCCC1
 : -13 | 58 | -8 | 4 | 9 | -1.6 | -2 | -2.5 | 99
49) O=C(CSc1nnc(CNC(=O)c2cccs2)o1)Nc1cccc(C(F)(F)F)c1
 : -7 | 17 | -3 | 0 | 6 | -1.3 | -5 | -3.8 | 108
50) C(=N\Nc1ccccn1)/c1ccc2c(c1)OCCO2
 : -10 | 2 | 0 | 3 | 6 | -2.6 | -10 | -1.2 | 90
51) COc1ccc(C)cc1NC(=O)c1cc2cc3ccc(C)cc3nc2o1
 : -1 | 44 | 11 | -5 | . | 1.0 | 0 | 0.0 | 114
52) CCc1nnc(NS(=O)(=O)c2ccc(NC(=O)OC)cc2)s1
 : 0 | 33 | 2 | -14 | -3 | -1.5 | -1 | -5.0 | 98
53) CCN(CC)CCNC(=O)CCc1nnc2ccc(N3CCC(C)CC3)nn12
 : -6 | 25 | 22 | -6 | -1 | -0.2 | 10 | -3.0 | 104
54) CN(C(=O)Cc1c(C(=O)O)n(C)c2ccccc12)c1ccc(F)cc1
 : -6 | -25 | 15 | -3 | 5 | -2.0 | 9 | -3.3 | 103
55) COc1cccc(C2CC(c3cccs3)=NN2C(=S)Nc2ccccc2)c1OC (configuration not stated)
 : -11 | 10 | 3 | 3 | -2 | -1.2 | 14 | -1.6 | 105
56) CC1(c2ccccc2Cl)NC(=O)N(CC(=O)NC(=O)NCc2ccco2)C1=O (configuration not stated)
 : -8 | -1 | 11 | -15 | 3 | -0.8 | 5 | -0.3 | 108
57) COc1ccc(/C=C2/SC(=O)N(CCNC(=O)C3COc4ccccc4O3)C2=O)cc1 (configuration not stated)
 : 2 | -1 | -8 | -4 | 0 | -2.3 | 11 | -4.5 | 102

Only SUMO HTRF inh and NS3 helicase inh (2 entries from above):
# | compound | SUMO HTRF inh | NS3 helicase inh
53 | CCN(CC)CCNC(=O)CCc1nnc2ccc(N3CCC(C)CC3)nn12 | 22 | 10
21 | c1ccc2c(c1)NC1(CCCC1)n1c-2nc2ccccc21 | 31 | 0
